# Screening results as filed in PubChem.
# HCMV antiviral – blocks human cytomegalovirus replication; HFF cells, HCMV-luciferase reporter, 72 h; stronger effect = lower value; 4.5% of 410,000 active; activity change, negative = inhibition, % at 57.5 µM; AID 1259415; in the data active = activity change below about -60%; inconclusive = no clear call, values can overlap the other calls; inactive = above about -39%
#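 Compounds were evaluated in HFFs infected with an HCMV luciferase reporter virus (MOI 1 PFU/cell). Luciferase in lysates collected 72 h post infection served as the replication measure.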
# LmPK inh – blocks Leishmania mexicana pyruvate kinase activity. Q27686. purified LmPK, Kinase-Glo ATP luminescence, 1 h. Potency, µM (series often up to 57.5 µM), without a hit: top-dose activity change, negative = inhibition, most hits filed as inhibitors. AID 1721. 0.37% of 290,000 active; also: potency is read from the fitted curve at half-maximal effect
# Target sequence (Q27686 whole entry, looked up): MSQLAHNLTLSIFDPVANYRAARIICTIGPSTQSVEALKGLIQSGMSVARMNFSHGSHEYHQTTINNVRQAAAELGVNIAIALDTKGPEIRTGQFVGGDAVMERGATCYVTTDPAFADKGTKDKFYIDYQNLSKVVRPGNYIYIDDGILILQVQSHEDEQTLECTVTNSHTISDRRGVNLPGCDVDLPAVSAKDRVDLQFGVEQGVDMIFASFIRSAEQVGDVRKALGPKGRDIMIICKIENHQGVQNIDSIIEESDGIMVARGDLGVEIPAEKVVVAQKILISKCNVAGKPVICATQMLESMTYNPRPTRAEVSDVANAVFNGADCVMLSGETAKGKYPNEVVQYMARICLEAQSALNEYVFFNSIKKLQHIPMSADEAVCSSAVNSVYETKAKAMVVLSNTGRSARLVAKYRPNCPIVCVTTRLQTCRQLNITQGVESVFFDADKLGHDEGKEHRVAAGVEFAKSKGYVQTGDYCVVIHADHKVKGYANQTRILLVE
#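 0.1 nM LmPK, 0.5 mM PEP, 0.1 mM ADP; 50 mM imidazole pH 7.2, 7 mM MgCl2, 50 mM KCl; 1 h RT. Kinase-Glo luminescence readout, normalized to no-enzyme (full inhibition) and uninhibited wells.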
# HCV inhibitor – HCV inhibition. Huh7.5.1 HCVcc-Cre infection, luciferase reporter, 44 h. Potency, µM (titrated, usually from 41.8 µM), for inactives: top-dose activity change, negative = inhibition, usual class: inhibitors. 3.4% of 340,000 active. AID 651820; also: potency is read from the fitted curve at half-maximal effect
#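 Seed cells (1,000/well) for 4 h; treat with compound and infect with HCVcc-Cre, moi about 0.5. Incubate 44 h, then detect luciferase activity.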
# AMA1 RON2 block – disrupts binding of P. falciparum AMA1 to RON2 | AlphaScreen AMA1-biotinylated RON2 peptide binding | Potency, µM (titrated, usually from 58.2 µM), for inactives: top-dose activity change, negative = inhibition, hits mostly inhibitors | 0.2% of 360,000 active | AID 720542;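 also: potency is read from the fitted curve at half-maximal effect; 0% = vehicle wells and -100% = peptide control; nearly all actives have a fitted effect of over 45% in size; some results filed as inactive show a strong effect at the top dose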
#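 AMA1 (3D7) with his tag at 25 nM final met compounds first, then biotinylated RON2 peptide at 25 nM; detection used donor plus acceptor beads, 10 µg/mL apiece, read by AlphaScreen after 30 min at room temperature.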
# Tb PYK inh – blocks Trypanosoma brucei pyruvate kinase; Q57TT1; TbPYK enzyme, Kinase-Glo Plus ATP luminescence, 45 min; Potency, µM (highest dose often 76.8 µM), without a hit: at the top dose activity, negative = inhibition, hits mostly inhibitors; 0.12% of 410,000 active; AID 624173; also: potency is read from the fitted curve at half-maximal effect; nearly all actives have a fitted effect of over 50% in size
#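 Readout: single end-point luminescence (Kinase-Glo Plus, 10 min). Reaction conditions were TbPYK/substrate plus 130 uM ADP, 45 min at RT, pH 7.2 TEA buffer. No-enzyme wells served as controls, and data were normalized before concentration-response fitting.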
# AmpC inh no detg – blocks E. coli AmpC beta-lactamase in detergent-free assay. 0.52% of 330,000 active. P00811. AmpC nitrocefin hydrolysis, absorbance 480 nm, 0.0001% Triton. Potency, µM (highest dose often 57.1 µM), inactives show top-dose activity change, negative = inhibition, hits mostly inhibitors;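 also: potency is read from the fitted curve at half-maximal effect; plate controls were no compound for no effect and no enzyme for full effect; nearly all actives have a fitted effect of over 20% in size; some results filed as inactive show a strong effect at the top dose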
# Target sequence (P00811 whole entry, looked up): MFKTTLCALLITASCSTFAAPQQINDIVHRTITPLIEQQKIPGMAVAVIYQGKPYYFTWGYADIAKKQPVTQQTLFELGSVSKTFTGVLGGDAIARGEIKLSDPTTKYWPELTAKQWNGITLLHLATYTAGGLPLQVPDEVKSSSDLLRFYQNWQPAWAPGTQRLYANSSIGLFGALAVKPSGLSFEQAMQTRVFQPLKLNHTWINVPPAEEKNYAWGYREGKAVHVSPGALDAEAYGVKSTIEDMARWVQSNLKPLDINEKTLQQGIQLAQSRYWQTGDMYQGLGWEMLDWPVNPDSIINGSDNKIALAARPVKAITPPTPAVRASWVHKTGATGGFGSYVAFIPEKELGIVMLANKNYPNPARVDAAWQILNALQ
#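 20 mM phosphate pH 7.0 + 0.01% (detergent screen) or 0.0001% Triton X-100; 5.3 nM AmpC reagent; cpd preinc 15 min RT; nitrocefin (800 uM stock) to start; A480 q20 s × 4 min; Activity was normalised to no-enzyme and no-compound control wells.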
# AmpC detergent – blocks E. coli AmpC beta-lactamase in detergent assay; AID 485294; Potency, µM (top dose mostly 114 µM), inactives show at the highest dose activity change, negative = inhibition, most hits filed as inhibitors; AmpC hydrolysis of nitrocefin, absorbance 480 nm, 0.01% Triton; P00811; 0.041% of 370,000 active;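 also: potency is read from the fitted curve at half-maximal effect; 0% = no-compound wells and -100% = no-enzyme wells; nearly all actives have a fitted effect of over 25% in size; some results filed as inactive show a strong effect at the top dose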
#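 20 mM phosphate pH 7.0 + 0.01% (detergent screen) or 0.0001% Triton X-100; 5.3 nM AmpC reagent; cpd preinc 15 min RT; nitrocefin (800 uM stock) to start; A480 q20 s × 4 min; Activity was normalised to no-enzyme and no-compound control wells.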
# * hit, by the source's call; u = inconclusive; x = not tested or not shown; [ ] = dose if it differs, or a comment. Unless noted, calls follow the shape of the dose curve; as a rule, active = well fitted curve in the direction sought with a large enough effect; inconclusive = small, poorly fitted or top-dose-only effect, or another doubt; inactive = no such curve, though single readings can be large; an effect the other way counts as inactive or inconclusive. Unless noted, % is scaled to controls: 0 for no effect and ±100 for the full control effect.
# Every second line gives: HCMV antiviral | LmPK inh | HCV inhibitor | AMA1 RON2 block | Tb PYK inh | AmpC inh no detg | AmpC detergent
- COc1ccc(S(=O)(=O)N2CCOC2CNC(=O)C(=O)NCC(C)C)cc1OC (stereo not drawn)
    5 | -2% | 3% | -1% | 3% | -57% | 0%
- CCOC(=O)c1ccc(S(=O)(=O)N2CCN(CC(O)COc3cccc(C(C)=O)c3)CC2)cc1 (stereo not drawn)
    52 | -2% | 14% | u | 3% | 83%[activator] | 0%
- Nc1ncnc2c1C1(CCCCC1)Cc1ccccc1-2
    u | 2% | -1% | -17% | 6% | -16% | u
- CSc1n[nH]c(NCc2ccc(C)cc2)n1
    73 | 6% | 3% | 17% | -4% | -16% | -10%
- CCOc1ccc(CCNC(=O)CN2C(=O)NC3(CCCc4ccccc43)C2=O)cc1OCC (stereo not drawn)
    -15 | x | u | 9% | 1% | 20% | -22%
- Cc1onc(-c2ccccc2)c1C(=O)Nc1ccc(-c2nnc3n2CCCCC3)cc1
    24 | 4% | u | 4% | 1% | 82%[activator] | -12%
- Cc1ccc(C2CC(c3ccc(F)cc3)Nc3nc(N)nn32)cc1 (stereo not drawn)
    -21 | -1% | 4% | -1% | -6% | 42% | -14%
- COc1ccc(Cl)cc1NC(=O)CCN1C(=O)C2C3CCC(C3)C2C1=O (stereo not drawn)
    -22 | 3% | -10% | -10% | 0% | 17% | -13%
- CCC1(C)NC(=O)N(/N=C/c2cc(OC)c(O)c(OC)c2)C1=O (stereo not drawn)
    26 | 0% | 24% | -20% | -3% | -18% | 1%
- COc1ccc(C)cc1NC(=O)C(Sc1nnc(Nc2ccccc2F)s1)c1ccccc1 (stereo not drawn)
    4 | 3% | u | -17% | 2% | 3.5µM* | -8%
- COc1ccc(C(=O)NCC(c2ccco2)S(=O)(=O)c2cccs2)cc1 (stereo not drawn)
    12 | x | x | x | -1% | x | -1%
- CCc1nn2c(=O)cc(COC(=O)c3ccccc3)nc2s1
    4 | x | x | x | -2% | x | 20%
- O=C(NC(c1ccccc1)c1ccccc1)c1ccc(Br)o1
    19 | 2% | -2% | 33%[activator] | 1% | -35% | 2%
- Cc1cc(C)cc(NC(=S)NCCc2ccc(S(N)(=O)=O)cc2)c1
    50 | 2% | -2% | -3% | -2% | -25% | u
- Cc1ccccc1NC(=O)c1ccc(C)c(S(=O)(=O)N2CCN(C)CC2)c1
    14 | 2% | 13% | 8% | -4% | 3% | -1%
- COCCN1CCN(c2cc(-c3ccccc3)nc3cc(-c4cccc(F)c4)nn23)CC1
    -18 | -10% | 10µM* | 22% | -2% | 199%[activator] | 1%
- Cc1cccc(OCC(=O)N2CCN(Cc3cc(=O)n4nc(-c5ccccc5Cl)sc4n3)CC2)c1
    5 | x | x | x | 8% | x | 18%
- CCCC(=O)NC(=S)Nc1c(C)cc(Br)cc1C
    20 | x | -15% | 4% | -1% | x | x
- CC(C)C(=O)Nc1c(C(=O)c2ccc(F)cc2)oc2ccccc12
    -21 | 8% | 4% | 6% | 3% | 5% | -14%
- CC(C)Cn1c(SC(C)C(=O)NC2CC2)nnc1-c1ccccc1F (stereo not drawn)
    -17 | x | 8% | 0% | 2% | 2% | u
- O=C(O)[C@H](Cc1ccccc1)NC(=O)N1CCN(c2ccccc2)CC1
    10 | -5% | 23% | 13% | 1% | -32% | 4%
- CC(=O)Nc1ccc(C(=O)CSc2nnnn2C2CCCC2)cc1
    3 | -11% | 24% | 0% | -5% | 3% | 10%
- O=C(NC1CCN(C(=O)Nc2ccc(F)cc2)CC1)c1cccc(F)c1
    -6 | 0% | -9% | 14% | 10% | -6% | 1%
- CC1(C)C(C=C(Cl)Cl)C1C(=O)N1CCN(Cc2ccccc2)CC1 (stereo not drawn)
    17 | 4% | -16% | -11% | 6% | 104%[activator] | u
- CC(=O)Nc1cccc(NC(=O)CSc2nnc(Cc3cccn3C)n2-c2ccc(F)cc2)c1
    -1 | -1% | u | 5% | -9% | 90%[activator] | 0%
- C/C(=N/NC(=O)c1cccc(N2CCCC2=O)c1)c1ccncc1
    5 | 0% | 5% | 48%[activator] | 2% | -7% | 5%
- COc1ccc2[nH]cc(CCNS(=O)(=O)Cc3ccccc3)c2c1
    10 | 7% | u | -9% | -6% | -21% | -2%
- CCN1CCN(Cc2c(O)ccc3c2O/C(=C\C=C\c2ccccc2OC)C3=O)CC1
    -5 | 1% | -11% | -11%[11.6 µM] | -25% | 112%[activator] | -11%
- COc1ccc(CCNC(=O)c2oc3ccc(OC)cc3c2C)cc1
    23 | -9% | -28% | 4% | -4% | -13% | 2%
- COc1cccc(C(=O)Nc2nc3ccc(S(C)(=O)=O)cc3s2)c1
    40 | -18% | -19% | -2% | -11% | -32% | u
- COc1ccc(N(CC(=O)NCc2cccs2)S(=O)(=O)c2c(C)nn(C)c2C)cc1
    -8 | 1% | 11% | -5% | 1% | 73%[activator] | u
- O=C(COC(=O)c1c(F)cccc1Cl)NC1CCCC1
    2 | 0% | -9% | 7% | -1% | -8% | 5%
- CCOc1ccc(NC(=O)C2CCCN(c3ccc(Sc4ccc(C)cc4)nn3)C2)cc1 (stereo not drawn)
    4 | x | x | x | -8% | x | 14%
- O=C(O)CCC(=O)N1CCc2cc(S(=O)(=O)NCc3cccs3)ccc21
    -2 | -5% | 25% | -9% | 3% | -11% | -3%
- CCOc1ccc(C(C)=O)cc1COc1ccc(-n2cnnn2)cc1
    -11 | 1% | 2.8µM* | -2% | 1% | -10% | u
- COc1ccccc1N1CCN(C(c2cccs2)C(C)NC(=O)c2cccs2)CC1 (stereo not drawn)
    -19 | 4% | -4% | -2% | -4% | 47% | u
- COC(=O)c1ccc(COC(=O)CNS(=O)(=O)c2ccc(C)cc2)cc1
    37 | 0% | 5% | 4% | 5% | -24% | -5%
- CC(C)C(=O)Nc1cccc(COc2ccccc2CN(Cc2ccccc2)C(=O)OC(C)(C)C)c1
    -35 | x | u | 4% | 0% | x | x
- O=C(CSc1ccc(Br)cc1)NCC(c1cccs1)N1CCOCC1 (stereo not drawn)
    -37 | x | 1% | 55%[activator] | 2% | 68%[activator] | -3%
- Cc1cccc(NC(=O)CN(C)C(=O)c2ccc(N3CCCCCC3)c([N+](=O)[O-])c2)c1C
    u | x | u | 47%[activator] | 18% | 66%[activator] | x
- CCCn1c2c(c(O)c(C(=O)Nc3ccc(OCC)cc3)c1=O)CCCC2
    -1 | 2% | u | 11% | -2% | -35% | -6%
- Cc1nn(C)cc1C(C(=O)NC1CCCCC1)N(C(=O)Cc1cccs1)c1ccc(C(C)C)cc1 (stereo not drawn)
    -19 | -8% | 12% | -6% | -10% | 206%[activator] | -1%
- CCOc1ccccc1NS(=O)(=O)c1cn(C)c(=O)n(C)c1=O
    x | 3% | 13% | -4% | 2% | -7% | -5%
- CS(=O)(=O)N(CC(=O)NC1CCCC1)Cc1ccc(Cl)cc1
    3 | 0% | 5% | 9% | -3% | 48% | -2%
- Cc1c(C)n(CC(O)CNCCO)c2ccccc12 (stereo not drawn)
    -27 | -7% | -5% | u | 6% | 0% | 0%

# Single records, from the list above. Order of values: HCMV antiviral, LmPK inh, HCV inhibitor, AMA1 RON2 block, Tb PYK inh, AmpC inh no detg, AmpC detergent
# CCOc1ccc(C(C)=O)cc1COc1ccc(-n2cnnn2)cc1 in the list: -11, 1%, 2.8µM*, -2%, 1%, -10%, u
# CS(=O)(=O)N(CC(=O)NC1CCCC1)Cc1ccc(Cl)cc1 in the list: 3, 0%, 5%, 9%, -3%, 48%, -2%

# Next part:
# Every second line gives: HCMV antiviral | LmPK inh | HCV inhibitor | AMA1 RON2 block | Tb PYK inh | AmpC inh no detg | AmpC detergent
- O=C1NCCCC2c3c(cc(Br)c(O)c3Br)OC12N1CCOCC1 (stereo not drawn)
    -14 | -3% | 9% | u | -5% | 0% | -9%
- COc1cccc2cc(C(C)N(CCCN3CCOCC3)C(=S)Nc3cccc(C)c3C)oc12 (stereo not drawn)
    -5 | 3% | -3% | 8% | -3% | -2% | 6%
- COC(=O)C1=NN(C(C)=O)C2(CC(=O)N(c3cccc(C)c3)C2=O)C1 (stereo not drawn)
    27 | -2% | 15% | 8% | -5% | -6% | u
- COc1ccc(NC(=S)Nn2cnnc2)cc1OC
    16 | 0% | 20% | 32%[activator] | -2% | -11% | -1%
- CCn1c(SCC(=O)N2CCC(C)CC2)nnc1-c1ccc(S(=O)(=O)N2CCN(C)CC2)cc1
    -23 | -4% | 3% | -2% | x | 75%[activator] | -11%
- C=CC[C@@H](CC(=O)N(CCO)Cc1ccccc1)C(=O)N[C@@H](COC(=O)[C@@H](CC=C)CC(=O)OC(C)(C)C)Cc1c[nH]c2ccccc12
    16 | x | u | 3% | 3% | 112%[activator] | x
- CCOC(=O)c1c(C)[nH]c(C)c1S(=O)(=O)NCC(=O)N1CCN(c2ccccc2OC)CC1
    -4 | x | x | x | -4% | x | 3%
- Cc1ccc(NC(=O)/C(=C/c2cccs2)NC(=O)c2ccco2)cc1
    21 | 1% | 13% | -13% | -29% | -16% | 5%
- O=C(NC1CCCCCC1)c1c(O)c2ccccc2[nH]c1=O
    5 | -3% | -4% | 59%[activator] | 2% | -23% | -8%
- Cc1ccc2nc(NC(=O)CCCC(=O)O)sc2c1
    u | -5% | 8% | 1% | 3% | -7% | 5%
- Cc1cc(C(F)F)nn1CC(=O)NC1CCCCCC1
    -15 | -4% | 22% | -10% | 3% | -5% | 3%
- COc1ccc(/C=N/NC(=O)c2nnn(-c3nonc3N)c2CN(C)C2CCCCC2)cc1
    0 | 4% | 13% | 5% | 4% | -14% | 4%
- O=C(N/N=C/c1ccc(N2CCOCC2)cc1)c1ccc(NS(=O)(=O)c2cccs2)cc1
    28 | 1% | -4% | -6% | 10% | -38% | 2%
- COc1ccc(OC)c(CNC(=O)C2CCN(c3nc4ccccc4nc3C(F)(F)F)CC2)c1
    7 | x | x | x | -10% | x | 4%
- O=C(O)c1cnn(-c2ccccc2)c1-c1ccncc1
    -22 | 1% | 4% | -5% | 1% | -20% | -5%
- COc1ccc(C(=O)/C=C/c2ccc(OC(=O)c3cc(OC)c(OC)c(OC)c3)cc2)cc1
    28 | -4% | u | 5% | -3% | -32% | -8%
- COc1ccc(C(=O)c2c(C)oc3ccc(O)c(CN4CCOCC4)c23)cc1
    -34 | 5% | -28% | -22% | 0% | 74%[activator] | -11%
- O=C1c2ccccc2C(=O)N1CCCCc1cn(C[C@H]2CC[C@H](Cn3cc(CCCCN4C(=O)c5ccccc5C4=O)nn3)O2)nn1
    -27 | x | u | -1% | 1% | 170%[activator] | x
- COc1ccc(-c2sc(Nc3cccc4ccccc34)n[n+]2C)c(C)c1C
    6 | x | 13% | 3% | -8% | x | x
